Screens (PubChem BioAssay)
PLAP inhibitors HTS: PLAP enzyme inhibitors, biochemical, luminescence, HTS (AID 690) | purified PLAP, luminescent substrate; higher % means a stronger effect | inhibition, % at 20 µM, or IC50 in µM where a hit was titrated | 96,000 compounds, 0.08% hits; in the data active = a potency from the dose series; inactive = the rest, 99 in 100 with inhibition below about 30%; also: strong numbers were not always called active
NFkB transloc inh: blocks IL-1B driven NFkB nuclear translocation in HUVEC cells; HUVEC IL-1B NFkB p65 nuclear translocation imaging; AID 796; inhibition, % at 2 µM; 94,000 compounds, 0.43% hits;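 active = inhibition above about 30% together with a positive call from visual inspection of the well image, limit read from the data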;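 also: nuclear over cytoplasmic p65 intensity ratio measured by imaging; 0% = IL-1B stimulated DMSO wells and 100% = unstimulated DMSO wells; values of inactives mirror those of a sister screen read the other way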
MRP reversal: reverses drug resistance mediated by MRP | H69AR cells + 2 uM doxorubicin, CellTiter-Glo, 72 h | differential viability (reversal), % at 10 µM | 85,000 compounds, 0.04% hits | AID 602;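 active = viability drop by adding the cancer drug above about 55%, with treated viability meeting a 40% cutoff, limit read from the data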;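 also: viability without doxorubicin minus viability with 2 µM doxorubicin for each compound; larger differential means the compound sensitizes cells more to doxorubicin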
Bcl-B TR3 displacers: displacers of TR3 peptide from Bcl-B, primary screen, selectivity assay for Bfl-1 inhibitor project, biochemical, fluorescence polarization | FP displacement of FITC-TR3 peptide from Bcl-B; higher % means a stronger effect | one-dose displacement, % at 20 µM; IC50 in µM for titrated hits | AID 748 | 96,000 compounds, 0.11% hits;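 active = displacement above 50% at 20 µM plus a fluorescence interference ratio under 1.5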;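 also: plate controls were wells without compound for no effect and wells lacking Bcl-B protein for full effect; a part of the inactive calls stands beside numbers as strong as those of hits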
IL1B NFkB pot: enhances IL-1B driven NFkB nuclear translocation. 94,000 compounds, 0.3% hits. HUVEC IL-1B NFkB p65 nuclear translocation imaging. activation, % at 2 µM;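 active = activation above 40%, about the mean plus 3 SD, also judged a hit on visual image review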;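 also: percent activation is computed from the nuclear over cytoplasmic p65 intensity ratio; values of inactives mirror those of a sister screen read the other way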
MRP reversal cytotoxicity: also measured in MRP reversal; calls as there; viability, %; H69AR cells, CellTiter-Glo, 72 h; measured here: cytotoxicity without doxorubicin
MRP reversal with doxorubicin: recorded beside MRP reversal, whose call it bears; viability, %; measured here: viability with 2 uM doxorubicin; stronger effect = lower value
NFkB transloc inh cell count 2 µM: recorded beside NFkB transloc inh, whose call it bears; cell count; measured here: cells passing quality filter;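 raw number of nuclei counted in each imaged well without normalization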
IL1B NFkB pot cell count 2 µM: also measured in IL1B NFkB pot; calls as there; cell count; measured here: cells passing quality filter
The depositor's hits bear a star; . = not tested or not shown. This is a subset, so the mix of outcomes need not match the whole.

SMILES | PLAP inhibitors HTS | NFkB transloc inh | NFkB transloc inh cell count 2 µM | MRP reversal | MRP reversal cytotoxicity | MRP reversal with doxorubicin | Bcl-B TR3 displacers | IL1B NFkB pot | IL1B NFkB pot cell count 2 µM
Cn1c(NCCCO)nc2ccccc21 | 13.9% | 2.9 | 149 | -8.3 | 92.0 | 100.3 | -11.2% | -2.9 | 149
c1ccc(N2CCN(c3ncnc4sc5c(c34)CCC5)CC2)cc1 | 11.3% | -4.7 | 155 | -1.8 | 92.8 | 94.6 | -9.7% | 4.7 | 155
COc1ccc(O)c(C(=O)CC(=O)c2ccc(F)cc2)c1 | -1.0% | -31.8 | 167 | . | . | . | 1.7% | 31.8 | 167
CCOC(=O)C(C)Sc1ncc(OC)c(=O)[nH]1 (configuration not stated) | -0.7% | -4.6 | 162 | . | . | . | -1.6% | 4.6 | 162
CCc1ccc(CNn2cnnc2SCC(=O)NC(C)(C)C)cc1 | . | -17.4 | 108 | 1.6 | 98.2 | 96.7 | . | 17.4 | 108
CCc1nnc(NC(=O)CSc2nc3cc4c(cc3cc2C)OCCO4)s1 | 11.8% | -6.8 | 137 | . | . | . | -3.0% | 6.8 | 137
Cc1nc(C)c(C(=O)C2=C(O)C(=O)N(CCCn3ccnc3)C2c2ccc(Cl)cc2)s1 (configuration not stated) | -36.0% | 3.2 | 119 | 18.0 | 112.2 | 94.2 | -29.3% | -3.2 | 119
Cc1nnc(NC(=O)c2cccc(Br)c2)s1 | 14.4% | -1.5 | 162 | 10.1 | 106.9 | 96.8 | 3.3% | 1.5 | 162
CCOCc1nnc(NC(=O)CCc2ccccc2)s1 | 8.4% | -5.8 | 144 | -1.4 | 103.1 | 104.5 | -4.9% | 5.8 | 144
Oc1c(C(c2ccco2)N2CCC3(CC2)OCCO3)sc2ncnn12 (configuration not stated) | -65.1% | -10.7 | 66 | 0.0 | 91.1 | 91.1 | -29.4% | 10.7 | 66
COc1ccc(/C=c2/sc3n(c2=O)C(c2ccccc2OC)C2=C(N=3)c3ccccc3CC2)cc1O (configuration not stated) | -18.5% | 10.6 | 96 | . | . | . | -161.6% | -10.6 | 96
CC(C)(C)NC(=O)COC(=O)c1ccc(O)cc1 | . | 3.5 | 144 | -10.8 | 99.0 | 109.8 | . | -3.5 | 144
Cc1ccc2nc(N3CCN(S(=O)(=O)c4ccc5c(c4)OCCO5)CC3)c(C#N)cc2c1 | 3.3% | 4.4 | 190 | -24.4 | 74.3 | 98.7 | -12.7% | -4.4 | 190
Cn1c(SCC(=O)NCC2CCCO2)nnc1-c1ccc(S(=O)(=O)N2CCCC2)cc1 (configuration not stated) | -9.4% | -19.4 | 124 | -25.1 | 76.5 | 101.6 | 7.8% | 19.4 | 124
COC(=O)c1cccc(S(=O)(=O)N2CCC(C)CC2)c1 | 7.5% | 8.9 | 94 | 18.9 | 94.0 | 75.0 | -13.2% | -8.9 | 94
COc1ccc(NC(=O)C(NC(C)=O)C(=O)NCc2ccccc2Cl)cc1 (configuration not stated) | -1.8% | 1.2 | 98 | . | . | . | -4.2% | -1.2 | 98
O=C(CSCc1c(Cl)cccc1Cl)NCc1ccco1 | . | -22.3 | 143 | 14.5 | 100.6 | 86.1 | . | 22.3 | 143
Cc1ccc(NC(=O)COc2ccccc2CNC(C)(C)CC(C)(C)C)cc1 | . | 7.0 | 139 | -0.3 | 1.6 | 1.9 | 1.0% | -7.0 | 139
CCOC(=O)C1CCN(S(=O)(=O)Cc2ccccc2)CC1 | -10.0% | -11.6 | 118 | 0.4 | 100.6 | 100.1 | 2.9% | 11.6 | 118
CCOC(=O)C(CCCOc1cccc(OC)c1)C(=O)OCC | -63.6% | -4.6 | 219 | -25.1 | 91.1 | 116.2 | -8.0% | 4.6 | 219
O=C(Nc1ccn(Cc2c(F)c(F)cc(F)c2F)n1)c1ccc(COc2ccc(Cl)cc2Cl)o1 | -80.7% | -2.7 | 147 | . | . | . | -13.4% | 2.7 | 147
O=c1cc(O)c2c(=O)n(C3CCCCC3)c3ccccc3c2o1 | -40.8% | -11.0 | 150 | . | . | . | -48.2% | 11.0 | 150
Cc1ccccc1NC(=O)c1ccc2c(c1)C(=O)N(CCC(C)C)C2=O | 21.1% | -25.2 | 190 | 10.0 | 101.4 | 91.4 | 3.6% | 25.2 | 190
CC1(C)CC(=O)C(C=NCc2cccnc2)=C(O)C1 | 3.1% | -17.0 | 131 | 12.6 | 95.5 | 82.9 | 1.3% | 17.0 | 131
COC(=O)c1ccc(S(=O)(=O)N2C3CCC2CC(NC(=O)NC2CCCCC2)C3)cc1 (configuration not stated) | -21.2% | -16.8 | 173 | 1.6 | 100.4 | 98.8 | -7.7% | 16.8 | 173
Continued.
SMILES | PLAP inhibitors HTS | NFkB transloc inh | NFkB transloc inh cell count 2 µM | MRP reversal | MRP reversal cytotoxicity | MRP reversal with doxorubicin | Bcl-B TR3 displacers | IL1B NFkB pot | IL1B NFkB pot cell count 2 µM
[O-]/C(=C(\C(=S)Nc1cccc2ccccc12)[n+]1ccccc1)c1ccc2c(c1)OCCO2 | -38.9% | -8.8 | 188 | 16.3 | 94.3 | 78.0 | 8.1% | 8.8 | 188
Cc1ccccc1OCC(=O)OC(C)CN1CCN(C)CC1 (configuration not stated) | 6.8% | -3.4 | 155 | -0.3 | 108.2 | 108.6 | -7.5% | 3.4 | 155
O=C(Nc1ccc(N2CCOCC2)cc1)c1cccc(S(=O)(=O)N2CCC(Cc3ccccc3)CC2)c1 | -14.2% | 0.1 | 112 | -3.5 | 81.1 | 84.6 | -0.8% | -0.1 | 112
CCOC(=O)c1oc2ccccc2c1NC(=O)c1ccc(Cl)s1 | -8.2% | -3.3 | 172 | -0.6 | 94.9 | 95.4 | 2.0% | 3.3 | 172
CCOC(=O)C1=C(O)C(Nc2nc3ccccc3s2)(C(F)(F)F)N=C1C (configuration not stated) | 8.4% | 4.0 | 157 | -21.1 | 73.3 | 94.5 | -2.0% | -4.0 | 157
COc1ccc(C(=O)Nc2ccc(Cl)cc2C(=O)NCCN2CCOCC2)cc1 | -7.6% | -12.2 | 150 | 5.4 | 77.0 | 71.6 | 0.1% | 12.2 | 150
COc1ccc(-n2c(C)nc3cc(C(=O)NCCN4CCOCC4)ccc32)cc1 | -45.0% | -8.3 | 70 | 2.3 | 83.6 | 81.4 | -13.2% | 8.2 | 70
C=CCSc1nsc(N)n1 | -23.8% | 19.2 | 72 | 4.7 | 101.0 | 96.3 | -5.5% | -19.2 | 72
Cc1ccc(C(=O)/C=C/c2ccccc2)o1 | 25.5% | 9.8 | 156 | . | . | . | 2.0% | -9.8 | 156
COc1ccc(-c2cc(C(F)(F)F)nc(SCC(=O)NCc3ccco3)n2)cc1OC | . | 4.1 | 84 | -32.3 | 40.2 | 72.5 | . | -4.1 | 84
COC(=O)c1[nH]c2c(c1C)C(=O)CC(c1cc(OC)ccc1OC)C2 (configuration not stated) | 9.4% | 18.9 | 54 | -23.8 | 21.8 | 45.6 | 2.4% | -18.9 | 54
CC(C)(C)NC(=O)CSc1nsc(SCC(=O)NC(C)(C)C)c1C#N | -1.1% | -3.1 | 157 | 4.5 | 86.1 | 81.6 | 9.6% | 3.1 | 157
COc1cc(NC(=S)NN2CCOCC2)cc(OC)c1 | . | -4.4 | 175 | . | . | . | . | 4.4 | 175
CC(C)COc1ccc(/C(O)=C2/C(=O)C(=O)N(CCN(C)C)C2c2ccncc2)cc1 (configuration not stated) | -15.5% | -2.2 | 199 | 4.0 | 97.6 | 93.6 | 12.3% | 2.2 | 199
COc1ccc(Cl)c(Cn2c(NCc3ccco3)nc3c2c(=O)n(C)c(=O)n3C)c1 | -1.0% | -11.0 | 157 | -2.2 | 66.9 | 69.2 | 1.0% | 11.0 | 157
Cc1cc(C(=O)N2CCN(C(=O)C3CCCO3)CC2)no1 (configuration not stated) | -7.9% | -11.3 | 122 | 1.8 | 102.0 | 100.2 | -30.2% | 11.3 | 122
CCC(=O)N1CCCn2c1nc1ccccc12 | . | 6.7 | 92 | 2.0 | 91.2 | 89.2 | . | -6.7 | 92
CCOC(=O)c1cc2sc(C)cc2n1CC(=O)N1CCc2ccccc21 | 8.7% | -22.5 | 159 | -1.1 | 92.0 | 93.1 | -6.2% | 22.5 | 159
CCOC(=O)c1[nH]c(C)c(CN(CCc2ccccc2)S(C)(=O)=O)c1C | 12.9% | -20.7 | 169 | -3.5 | 82.5 | 86.0 | 5.5% | 20.7 | 169
COc1ccc(-c2ncncc2-c2csc(C)n2)c(O)c1 | -24.9% | 0.4 | 122 | 5.8 | 108.7 | 102.8 | -0.7% | -0.4 | 122
CC(=O)OC(C(=O)n1nc(C)cc1C)c1ccccc1 (configuration not stated) | 2.8% | -12.1 | 109 | 0.2 | 98.8 | 98.6 | -8.1% | 12.1 | 109
COc1cccc(CN2C(=O)CCC2(C)C(=O)NC2CCCCCC2)c1 (configuration not stated) | -1.9% | -27.9 | 121 | . | . | . | 22.7% | 27.9 | 121
CCOC(=O)c1ccc(NC(=O)CSc2nnc(CNc3ccc(C)cc3)n2C)cc1 | . | 1.2 | 156 | 15.4 | 105.2 | 89.8 | . | -1.2 | 156
COc1nnc(-c2ccc(C)c(S(=O)(=O)NCCO)c2)c2ccccc12 | -33.8% | -6.5 | 140 | 10.3 | 82.9 | 72.6 | -5.4% | 6.5 | 140
Cc1[nH]c2ccccc2c1C(=O)CSc1nncn1C | . | 10.9 | 82 | 12.3 | 94.0 | 81.7 | . | -10.9 | 82

Among those listed so far, 4 contain fluorine.
SMILES | PLAP inhibitors HTS | NFkB transloc inh | NFkB transloc inh cell count 2 µM | MRP reversal | MRP reversal cytotoxicity | MRP reversal with doxorubicin | Bcl-B TR3 displacers | IL1B NFkB pot | IL1B NFkB pot cell count 2 µM
COc1ccc(O)c(C(=O)CC(=O)c2ccc(F)cc2)c1 | -1.0% | -31.8 | 167 | . | . | . | 1.7% | 31.8 | 167
O=C(Nc1ccn(Cc2c(F)c(F)cc(F)c2F)n1)c1ccc(COc2ccc(Cl)cc2Cl)o1 | -80.7% | -2.7 | 147 | . | . | . | -13.4% | 2.7 | 147
CCOC(=O)C1=C(O)C(Nc2nc3ccccc3s2)(C(F)(F)F)N=C1C (configuration not stated) | 8.4% | 4.0 | 157 | -21.1 | 73.3 | 94.5 | -2.0% | -4.0 | 157
COc1ccc(-c2cc(C(F)(F)F)nc(SCC(=O)NCc3ccco3)n2)cc1OC | . | 4.1 | 84 | -32.3 | 40.2 | 72.5 | . | -4.1 | 84

(further entries)
SMILES | PLAP inhibitors HTS | NFkB transloc inh | NFkB transloc inh cell count 2 µM | MRP reversal | MRP reversal cytotoxicity | MRP reversal with doxorubicin | Bcl-B TR3 displacers | IL1B NFkB pot | IL1B NFkB pot cell count 2 µM
O=C(Nc1ccccc1N1CCOCC1)c1ccc(Br)o1 | -10.5% | -10.6 | 125 | 3.4 | 79.7 | 76.3 | -8.0% | 10.6 | 125
CCCCC(C(=O)O)C(C)CC(=O)Nc1cccc(C(=O)O)c1 (configuration not stated) | -9.0% | . | . | 2.8 | 102.0 | 99.2 | 3.2% | . | .
COc1ccc2cc(/C=N/NC(=O)CSCc3ccc([N+](=O)[O-])cc3)c(Cl)nc2c1 | 7.1% | -4.5 | 126 | . | . | . | -110.9% | 4.5 | 126
Cc1cc(C=O)c(C)n1-c1ccc(NC2CCCCC2)c([N+](=O)[O-])c1 | -10.9% | 4.1 | 99 | . | . | . | -1.2% | -4.1 | 99
CCc1c(O)nc2sc3ccccc3n2c1=O | -15.4% | 12.8 | 123 | . | . | . | -2.3% | -12.8 | 123
O=S(=O)(NCc1ccccn1)c1ccc(Br)s1 | -31.0% | -1.5 | 101 | -25.4 | 70.7 | 96.1 | 3.9% | 1.5 | 101
COc1ccc(C(=O)O/N=C(/C)c2cccs2)cc1 | 10.7% | 6.5 | 119 | . | . | . | 2.9% | -6.5 | 119
O=C1c2ccccc2C(Nc2ccc(S(=O)(=O)N3CCCCC3)cc2)N1Cc1ccco1 (configuration not stated) | -31.9% | -1.3 | 170 | 13.0 | 76.2 | 63.2 | 5.3% | 1.3 | 170
